Source: PubChem BioAssay (several laboratories)
Large T inhibition – TAg ATPase/helicase activity blockers – biochemical (AID 1903); inhibition, % at 20 µM; hits with a dose series show IC50 in µM; SV40 large T antigen ATPase/helicase inhibition assay; higher % means a stronger effect; actives 0.39% (n = 310,000); in the data active means a potency from the dose series; inconclusive means inhibition mostly from about 32% at the one dose, without a potency; inactive means the rest, 99 in 100 with inhibition below about 32%; further: strong numbers were not always called active
NTR1 agonist – agonists of NTR1, primary screen, imaging, U2OS cells, beta-arrestin-GFP, high content (AID 493036); P30989; NTR1-U2OS beta-arrestin-GFP spot imaging, agonist mode; activation, % at 20 µM; actives 0.17% (n = 330,000);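 active means activation at or above 40% of the spot to cytoplasm intensity ratio, with at least 20 cells analyzed; inconclusive means wells under 20 cells, flagged as cytotoxic or low count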;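 further: 0% = DMSO without peptide and 100% = 100 nM NTR1 peptide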
Target sequence (P30989 whole entry, looked up): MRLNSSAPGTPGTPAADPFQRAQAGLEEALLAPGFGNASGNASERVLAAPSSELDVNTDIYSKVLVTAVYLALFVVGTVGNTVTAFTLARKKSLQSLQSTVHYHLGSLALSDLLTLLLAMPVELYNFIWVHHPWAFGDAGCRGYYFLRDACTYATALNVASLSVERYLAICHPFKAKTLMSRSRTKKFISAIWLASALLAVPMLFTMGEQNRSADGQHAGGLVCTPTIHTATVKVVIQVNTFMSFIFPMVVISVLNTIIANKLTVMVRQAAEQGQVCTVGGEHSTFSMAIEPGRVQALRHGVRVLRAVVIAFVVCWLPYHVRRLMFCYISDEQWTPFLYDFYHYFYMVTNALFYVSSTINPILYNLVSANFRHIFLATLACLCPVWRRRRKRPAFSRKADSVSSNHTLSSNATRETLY
K1F lysis inhibition – protection from phage-mediated lysis, alamar blue read-out – E. coli UTI89, K1F phage, bacterial capsule biogenesis inhibitors (AID 488966); E. coli UTI89 K1F phage lysis, alamar blue, 2 h; higher % means a stronger effect; inhibition, % at 100 µM, or IC50 in µM where a hit was titrated; actives 0.02% (n = 340,000);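 active means phage lysis inhibition, versus mean bacterial control, above a set limit; inconclusive means no clear call, values can overlap the other calls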;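 further: capsule biogenesis inhibitors block K1F phage lysis so surviving cells raise fluorescence; higher fluorescence means more inhibition of phage lysis; actives were called in the ten point dose series up to 300 µM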
West Nile virus CPE – inhibition of WNV-induced cytopathic effect – cell-based, CPE readout (AID 1621). West Nile virus-infected cells, CPE inhibition; higher % means a stronger effect. CPE inhibition, % at 10 µM, or IC50 in µM where a hit was titrated. actives 0.02% (n = 290,000); in the data active means a potency from the dose series; inconclusive means CPE inhibition mostly from about 3.7% at the one dose, without a potency; inactive means the rest, 99 in 100 with CPE inhibition below about 2.2%; further: strong numbers were not always called active
Rac1 GTP hydrolysis – MgcRacGAP GTPase-activating activity inhibitors, confirmation, biochemical, ADP Hunter fluorescence | MgcRacGAP-stimulated Rac1 GTP hydrolysis, ADP Hunter fluorescence; higher % means a stronger effect; GST-tagged Rac1 F28L mutant substrate | inhibition, % at 30 µM, or IC50 in µM where a hit was titrated | actives 0.6% (n = 340,000) | AID 624330;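 active means first-screen hits whose inhibition reached a set limit at any dose in the follow-up dose series; inconclusive means inhibition above the set first-screen limit but never retested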;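 further: fluorescence reports GDP produced by GAP-driven GTP hydrolysis; strong numbers were not always called active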
Dengue-2 NS5 capping – flavivirus cap methylation enzyme inhibition – biochemical, confirmation dose response, primary screen (AID 588689); Dengue-2 NS5 methyltransferase capping enzyme assay, biochemical; higher % means a stronger effect; actives 0.3% (n = 340,000); inhibition, % at 25 µM, or IC50 in µM where a hit was titrated; in the data active means a potency from the dose series; inconclusive means inhibition above about 29% without an active follow-up result
PhoP inhibition – inhibitors of PhoP regulon expression, primary screen, Salmonella Typhimurium, GFP reporter (AID 1863); S. Typhimurium PhoP-regulated promoter GFP reporter, 4 h; higher % means a stronger effect; actives 0.16% (n = 300,000); one-dose inhibition, % at 50 µM; IC50 in µM for titrated hits;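 active means inhibition over 29.93%, a cutoff 3 SD above the screen mean, later confirmed by dose response; inconclusive means inhibition over 29.93% but no dose response follow-up; inactive means inhibition at most 29.93% or unconfirmed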;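 further: 0% = low Mg2+ inducing control and 100% = high Mg2+ repressing control; strong numbers were not always called active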
RSV CPE inhibition – RSV antiviral activity via CPE protection, HEp-2 cells, primary 10 µM value included (AID 2391); HEp-2 cells, RSV-induced CPE inhibition; higher % means a stronger effect; one-dose CPE inhibition, % at 10 µM; IC50 in µM for titrated hits; actives 0.13% (n = 310,000); in the data active means a potency from the dose series; inconclusive means CPE inhibition mostly from about 23% at the one dose, without a potency; inactive means the rest, 99 in 100 with CPE inhibition below about 21%; further: strong numbers were not always called active
T cell modulator – T cell immune modulators affecting CD8 T cell-vesicle binding. calls only at 7 µM. 2C CD8+ T cell-vesicle binding, flow cytometry; active compounds read low. actives 0.068% (n = 330,000);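 active means response, share of CD8 T cells binding vesicles, and their 90th percentile fluorescence all below set limits, cut at about 80% in these data, passing the limit was not always enough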
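Benchmarks: naked versus QL9-loaded vesicles / Assay system: purified 2C TCR transgenic mouse naive CD8+ T cells / Technique: high-throughput flow cytometry with anti-B7-1 and anti-CD8 staining / Timing: Cell–vesicle co-incubation 1.5 h at 37 °C, staining 20 min on ice / Read-out: percent CD8+ FL2 mean versus row control / Probe or stimulus: QL9-loaded Drosophila micro-vesicles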
T cell modulator vesicle-bound % – second read-out of T cell modulator, no call of its own (marks repeat the call); double positive events, %; measured here: CD8+ vesicle-bound cell fraction;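 binding gate set so that unloaded-vesicle control wells show 10% double positive cells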
NTR1 agonist cell count 20 µM – further read-out of NTR1 agonist, marked with its call; cell count; measured here: cell count, cytotoxicity flag
Dengue-2 NS5 capping pilot replicate – further read-out of Dengue-2 NS5 capping, marked with its call; inhibition, %; measured here: pilot screen replicate inhibition
Numbers without * were called inactive; i = inactive; u = inconclusive; x = no result given; [ ] = dose if it differs, or a comment.

SMILES	Large T inhibition	NTR1 agonist	NTR1 agonist cell count 20 µM	K1F lysis inhibition	West Nile virus CPE	Rac1 GTP hydrolysis	Dengue-2 NS5 capping	PhoP inhibition	RSV CPE inhibition	T cell modulator	T cell modulator vesicle-bound %	others
CSc1nnc(C)c(=O)[nH]1	-1.8%	0.5	51	i	0.5%	0.5%	-0.7%	-3.7%	1.7%	i	9.9
COc1ccc(OCC(=O)NC(=S)NNC(=O)COc2ccc(Br)cc2Cl)cc1	7.4%	-0.5	53	0.5%	1.1%	7.6%	3.1%	-12.5%	2.3%	i	43.2
Cc1ccc(NC(=O)COC(=O)CC2SC(N3CCCC3)=NC2=O)cc1 (stereo not given)	x	-1.0	56	0.5%[50 µM]	x	5.0%	-5.4%	x	2.4%	i	43.3
COCCSc1ccccc1C(=O)Nc1ccc(Br)cc1	6.8%	2.4	52	-0.3%	-0.7%	13.6%	0.8%	-5.0%	1.3%	i	27.9
COc1ccc(S(=O)(=O)NC2CCSc3ccccc32)cc1NC(C)=O (stereo not given)	9.9%	0.9	38	-0.1%	-0.7%	-0.5%	-1.6%	3.0%	1.0%	i	34.8
Cc1ccc(SCC(=O)NCc2cccnc2)cc1	-7.8%	1.5	77	0.1%	0.2%	-0.3%	-13.5%	8.7%	0.8%	i	27.8
COc1ccc(CC(=O)NCc2n[nH]c(=S)n2-c2cccc(C)c2)cc1	7.9%	-0.2	40	-0.4%	0.4%	-2.2%	-3.1%	-3.6%	1.6%	i	46.9
CC(=O)Nc1cccc(-c2csc(Nc3cc(C)ccn3)n2)c1	9.6%	9.9	42	1.1%	0.3%	u	2.8%	-4.1%	2.8%	i	9.5
Cc1ccc2[nH]c(C(=O)N3CCN(C=O)CC3)cc2c1	5.7%	0.1	57	-0.2%	-0.3%	10.9%	-4.8%	5.4%	0.3%	i	32.8
COc1cccc(-n2nnc3c(=O)n(Cc4ccc(Br)cc4)cnc32)c1	2.1%	6.7	52	5.4%	-0.2%	8.4%	-4.1%	-6.3%	1.6%	i	55.9
C[N+]1(CCCOC(=O)C2(c3ccccc3)CCCC2)CCOCC1	10.6%	-0.2	46	0.3%	-0.5%	4.3%	-5.1%	4.0%	-0.5%	i	18.8
Oc1cc(-n2cccn2)c(O)cc1-n1cccn1	9.1%	x	x	0.5%	0.1%	24.8%	79.2µM*	-2.7%	0.7%	i	42.8
COc1ccc(S(=O)(=O)N2CCC(C(=O)NCCc3ccccc3)CC2)cc1	1.3%	-0.3	47	-0.1%	0.1%	6.3%	-4.6%	1.1%	1.7%	i	46.0
COc1ccc(/C=C2\SC(=S)N(N3C(=O)CCC3=O)C2=O)cc1O	14.3%	0.4	42	4.1%	0.1%	11.7%	-26.2%	3.6%	-1.1%	i	66.6
COC(=O)c1cc2oc3ccccc3c2n1Cc1ccccn1	20.1%	3.2	37	0.5%	0.2%	8.7%	-5.9%	-0.1%	-1.3%	i	61.1
CC1CCCCC12NC(=O)N(CC(=O)Nc1cccc(S(=O)(=O)N3CCCCC3)c1)C2=O (stereo not given)	x	1.0	48	0.5%[50 µM]	x	7.1%	0.0%	x	2.5%	i	35.3
COc1ccc2c(c1)c(CC(=O)OCC(N)=O)c(C)n2C(=O)c1ccc(Cl)cc1	0.3%	2.6	63	0.2%	0.1%	5.0%	-6.3%	-1.8%	7.8%	i	15.4
CSc1ncccc1C(=O)Nc1ccc2nc(C)sc2c1	x	-1.6	52	1.1%	-0.2%	12.2%	-11.1%	-7.7%	-0.5%	i	30.0
CCOC(=O)C(CC)Sc1nc2c(cnn2-c2ccccc2)c(=O)[nH]1 (stereo not given)	3.1%	5.1	51	-1.5%	0.1%	13.6%	4.8%	5.8%	1.1%	i	29.6
COc1cc(OC)cc(-n2c3nc4ccccc4nc3c3c(=O)n(CC4CCCO4)cnc32)c1 (stereo not given)	x	-0.9	40	x	0.4%	x	x	x	1.4%	i	7.1
O=C1NC2NC(=O)N(C(Cc3ccccc3)C(=O)O)C2N1 (stereo not given)	-0.9%	0.7	71	0.3%	1.6%	7.6%	-3.5%	-0.4%	0.4%	i	41.7
Cc1ccc(OCC(=O)Nc2cc(C(C)(C)C)on2)cc1C	18.6%	1.9	48	-0.1%	-0.2%	0.5%	0.0%	-1.0%	1.7%	i	17.7
CC(=O)Nc1ccc(C=NNC(=O)c2ccc(NS(=O)(=O)c3cccs3)cc2)cc1	x	0.2	50	9.5%	x	0.0%	-4.6%	x	x	i	34.6
Cc1cccc(NC(=O)c2ccc3c(Cl)c4c(nc3c2)CCCC4)n1	9.3%	4.2	63	0.3%	-0.3%	7.5%	4.4%	3.6%	16.2%	i	51.4
CN(Cc1cccs1)C(=O)c1ccc(S(=O)(=O)N2CCCCC2)cc1	21.9%	0.8	62	0.9%	-0.1%	10.3%	-2.4%	-9.3%	1.4%	i	31.3

(next part)
SMILES	Large T inhibition	NTR1 agonist	NTR1 agonist cell count 20 µM	K1F lysis inhibition	West Nile virus CPE	Rac1 GTP hydrolysis	Dengue-2 NS5 capping	PhoP inhibition	RSV CPE inhibition	T cell modulator	T cell modulator vesicle-bound %	others
CC(C)N1C(=O)CCC1C(=O)NCc1ccco1 (stereo not given)	10.9%	0.2	60	1.0%	-0.1%	3.1%	-4.5%	-3.8%	1.7%	i	55.7
CN(Cc1ccc(C#CCCO)cc1)CC1CCCN(CCc2ccc(Cl)cc2)C1 (stereo not given)	11.2%	1.4	47	-0.1%	-1.4%	2.0%	-5.3%	-0.3%	13.9%	i	61.1	Dengue-2 NS5 capping pilot replicate=-1.5
CCOc1cccc(C2c3c(oc4ccccc4c3=O)C(=O)N2c2ccccn2)c1 (stereo not given)	5.1%	6.5	54	x	x	x	x	5.7%	1.6%	i	63.0
CCOc1ccccc1-n1c(SCC(=O)N2CCOCC2)nnc1-c1ccccn1	6.4%	1.2	59	0.5%	0.4%	2.1%	-5.3%	5.2%	2.8%	i	65.0
COc1cc([N+](=O)[O-])ccc1N1C(=O)CC(Sc2nccc(C)n2)C1=O (stereo not given)	1.7%	1.7	58	0.0%	-0.3%	8.5%	-1.1%	4.5%	0.6%	i	19.4
CCN(C(=O)COC(=O)c1ccccc1O)c1cccc2ccccc12	x	2.5	49	1.1%	x	8.4%	-1.6%	x	x	i	36.7
CC1C=CCC2C(=O)N(c3cccc(C(=O)Nc4ccc(Br)cc4)c3)C(=O)C12 (stereo not given)	-4.0%	1.6	62	0.3%	-0.4%	4.7%	2.2%	16.6%	8.3%	i	33.3
CC1CCCCN1C(=S)NCc1ccccc1 (stereo not given)	0.5%	0.7	46	1.6%[50 µM]	-0.4%	10.1%	-1.3%	25.7%	0.6%	i	13.0
CN(C)S(=O)(=O)c1cc(C(=O)OCCn2cnc3c2c(=O)n(C)c(=O)n3C)ccc1Cl	2.3%	4.0	36	0.5%	0.0%	9.4%	-3.9%	-0.6%	2.9%	i	29.5
O=C(O)c1c2c(nc3ccccc13)/C(=C/c1cccc([N+](=O)[O-])c1)CCC2	4.8%	x	x	-0.8%	1.2%	3.6%	3.2%	6.4%	0.5%	i	31.0
CC(=O)Nc1nnc(SCC(=O)NCCOc2ccccc2)s1	24.8%	-0.2	47	0.7%	0.3%	8.8%	-10.4%	-14.9%	0.6%	i	14.8
CN(C)CCNC(=O)CNC(=S)N(Cc1ccccc1)Cc1ccccc1F	0.7%	0.1	61	0.3%	0.8%	-2.6%	-1.5%	5.2%	-2.0%	i	3.1
COc1cccc(CN=C2Nc3ccccc3CS2)c1	1.4%	-0.8	24	2.0%	-0.5%	7.0%	0.7%	-2.4%	0.4%	i	56.4
COc1cccc(N(CC(=O)N2CCc3ccccc3C2)S(C)(=O)=O)c1	-3.0%	-0.5	77	-0.1%	-0.5%	8.5%	-0.7%	10.1%	1.6%	i	54.5	Dengue-2 NS5 capping pilot replicate=5.3
Cn1c(/N=C/c2cccs2)nc2ccccc21	19.2%	0.3	55	0.2%	-0.1%	3.5%	-2.1%	-5.8%	1.8%	i	38.5
CN(C)S(=O)(=O)c1ccc(N=Cc2c(C(F)(F)F)[nH][nH]c2=O)cc1	10.2%	2.2	93	0.1%	1.3%	7.6%	0.9%	-6.2%	0.6%	i	58.3
Cn1nc(C(=O)Nc2ccc(S(=O)(=O)N3CCCC3)cc2)ccc1=O	0.7%	-0.1	92	-1.2%	0.1%	2.9%	-8.0%	-6.9%	0.9%	i	36.4
Cc1cc(C(=O)COC(=O)c2ccc(Br)o2)c(C)n1Cc1ccco1	-0.8%	2.7	27	x	-0.1%	x	x	-0.4%	-1.2%	i	41.0
COc1ccc(CNC(=O)COC(=O)c2sccc2C)cc1OC	x	1.9	52	0.9%[50 µM]	x	5.7%	0.0%	x	x	i	30.9
O=C(CCNc1n[nH]c(=O)[nH]c1=O)N/N=C/c1ccc(C(F)(F)F)cc1	22.5%	-0.3	81	x	0.2%	x	x	-6.3%	0.1%	i	38.0
Cc1ccc(N(CC(=O)NCc2ccc(F)cc2)C(=O)c2ccco2)cc1C	-2.4%	-1.2	62	1.2%	-0.9%	7.0%	-6.5%	1.7%	-0.2%	i	21.9
CCCn1nnnc1NCc1ccc(OC)cc1OC	1.6%	0.1	56	-0.2%	-0.1%	4.7%	-4.7%	3.4%	0.8%	i	47.1
CCS(=O)(=O)N1CCCC(C(=O)NCC2CCCO2)C1 (stereo not given)	0.8%	-1.7	28	0.1%	0.1%	12.1%	3.4%	9.1%	2.5%	i	17.1
O=C(O)CCCCOn1ccnc1	8.8%	0.4	53	-0.1%	0.1%	-2.1%	-11.1%	-2.0%	1.1%	i	13.6
COc1cccc(/C=N/NC(=O)c2nnn(-c3nonc3N)c2C(C)C)c1OCc1ccc(F)cc1	4.8%	6.5	42	0.7%	0.1%	8.1%	-10.7%	2.7%	22.2%	i	8.0
Cc1ccc(CNc2ccc3c(c2)OCO3)c(C)c1	11.3%	x	x	x	0.2%	x	x	-4.3%	1.3%	i	35.5
